Assay outcomes (PubChem)
SSB-PriA inh: K. pneumoniae PriA-SSBct interaction inhibition | AlphaScreen SSBct-PriA binding, biotinylated peptide | AID 1272365 | inhibition, % at 33 µM | hit rate 0.6% among 430,000; in the data active means inhibition mostly above about 37%, no sharp cut-off; inactive means mostly below about 20%;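 further: plate controls were negative control peptide for no effect and reference peptide for full effect; strong numbers were not always called active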
BH1578 lux ind: quorum light induction in luxS cqsA deficient V. cholerae | activation, % at 18.7 µM | hit rate 0.16% among 350,000 | V. cholerae BH1578 lux reporter, luminescence, 6 h; in the data active means activation mostly above about 9.7%, no sharp cut-off; inconclusive means no clear call, values can overlap the other calls; inactive means mostly below about 3.7%; further: not every result past the cut was called active; inactives centre near 0; reference of the scale not given here
SARS 3CLpro inh: SARS-CoV 3CLpro protease inhibition | P0C6X7 | recombinant SARS-CoV 3CLpro, quenched FRET peptide cleavage | inhibition, % at 6 µM | hit rate 0.14% among 290,000 | AID 1706; in the data active means inhibition above about 12%
Anthrax LF prot: blocks Bacillus anthracis lethal factor protease | P15917 | AID 588501 | multiplex microsphere protease cleavage assay, LF | hit rate 0.12% among 360,000 | inhibition, % at 10 µM; in the data active means inhibition above about 30%; inconclusive means no clear call, values can overlap the other calls; further: plate controls were buffer without enzyme for full effect and enzyme alone for no effect
VHR inh abs: inhibitors of human VHR1 phosphatase (DUSP3) | hit rate 0.52% among 290,000 | inhibition, % at 13.3 µM | recombinant VHR phosphatase, pNPP absorbance; in the data active means inhibition above about 50%; further: some compounds called inactive have numbers as strong as hits
Target sequence (P51452 whole entry, looked up): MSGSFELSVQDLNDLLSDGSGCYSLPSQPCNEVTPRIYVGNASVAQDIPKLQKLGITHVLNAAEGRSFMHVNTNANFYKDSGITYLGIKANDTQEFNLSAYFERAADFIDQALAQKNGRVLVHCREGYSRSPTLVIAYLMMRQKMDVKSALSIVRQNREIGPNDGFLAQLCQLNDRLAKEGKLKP
TcdB GH inh: TcdB glycohydrolase inhibition; TcdB glycohydrolase enzymatic assay, plate reader; P18177; inhibition, % at 9.99 µM; AID 652162; hit rate 0.24% among 350,000; in the data active means inhibition above about 10%
Y pestis TopoI: inhibitors of Yersinia pestis topoisomerase I; Y. pestis Topo-I cleavage product accumulation, plate reader; activity, % at 10 µM; hit rate 0.064% among 360,000; AID 504884; in the data active means activity above about 50%, passing the limit was not always enough; inconclusive means no clear call, values can overlap the other calls; further: inactives centre near 2
PfHsp40 rescue: rescue of PfHsp40-mediated yeast toxicity; AID 504582; S. cerevisiae expressing PfHsp40, growth rescue, ATP luminescence; growth rescue, % at 12.5 µM; hit rate 0.68% among 340,000; in the data active means growth rescue above about 28%, passing the limit was not always enough; inconclusive means no clear call, values can overlap the other calls;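 further: yeast W303a lacking pdr1 and pdr3 grown in galactose medium; growth measured after three days at 30 °C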
MazF activator: MazEF (E. coli) toxin RNase activation; P0AE70; FAM/BHQ RNA-DNA oligo cleavage fluorescence, 5 h; activation, % at 20 µM; hit rate 0.32% among 350,000; AID 504720; in the data active means activation above about 50%
Target sequence (P0AE70 whole entry, looked up): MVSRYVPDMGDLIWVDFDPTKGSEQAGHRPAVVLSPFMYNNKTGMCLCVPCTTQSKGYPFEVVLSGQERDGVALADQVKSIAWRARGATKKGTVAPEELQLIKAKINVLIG
Rv3671c protease: inhibits the M. tuberculosis serine protease Rv3671c; hit rate 0.048% among 320,000; inhibition, % at 5.96 µM; P9WHR9; in the data active means inhibition above about 38%;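 further: extracellular domain of Rv3671c used as enzyme; 0% = enzyme with DMSO and 100% = no enzyme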
Target sequence (P9WHR9 whole entry, looked up, the tested form may be a part): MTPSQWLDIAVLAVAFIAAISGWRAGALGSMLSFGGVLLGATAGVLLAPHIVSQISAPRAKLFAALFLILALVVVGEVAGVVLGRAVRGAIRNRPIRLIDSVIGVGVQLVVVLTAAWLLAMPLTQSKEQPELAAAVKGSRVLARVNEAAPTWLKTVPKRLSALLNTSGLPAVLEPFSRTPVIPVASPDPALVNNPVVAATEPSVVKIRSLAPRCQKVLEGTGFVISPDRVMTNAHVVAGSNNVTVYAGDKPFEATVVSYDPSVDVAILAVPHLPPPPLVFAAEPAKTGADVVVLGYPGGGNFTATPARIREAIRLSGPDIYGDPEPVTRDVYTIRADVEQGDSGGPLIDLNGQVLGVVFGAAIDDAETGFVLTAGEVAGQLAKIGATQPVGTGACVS
Starred values were filed as active, the others as inactive; i = inactive; ? = inconclusive; / = no result given; & = joins results of further samples. A portion of the library; the hit share may differ from the screen's.

Order of results – SSB-PriA inh, BH1578 lux ind, SARS 3CLpro inh, Anthrax LF prot, VHR inh abs, TcdB GH inh, Y pestis TopoI, PfHsp40 rescue, MazF activator, Rv3671c protease
COc1ccc(CCN2CC(C(=O)NCCc3cnn(C)c3)CCC2=O)cc1 (stereo not drawn)
 : 13, -0.5, 0, 3, -2, 1.2, -2, 0.1, 1, 7
Cc1nc(-c2ccccc2O)n(S(=O)(=O)N(C)C)n1
 : -11, -2.9, -7, 1, -1, /, 1, 0.4, -11, -7
CC(C)(C)C1CCC(OC(=O)CCC(=O)Nc2ccccc2)CC1 (stereo not drawn)
 : 1, -0.6, -2, 1, 14, /, 34, ?, 9, -2
CCC(C)[C@H](NC(=O)NC1CC1)C(=O)O (stereo partly drawn)
 : -22, -0.7, 0, -2, -2, 1.3, -5, -1.0, 3, 8
COc1ccccc1C(CNC(=O)c1ccc(NS(=O)(=O)c2ccc(C(C)=O)cc2)cc1)N1CCCC1 (stereo not drawn)
 : -1, i, /, ?, /, -0.2, -7, -0.3, -39, /
CCOC(=O)C1(C)CCCN(C(=O)C(c2ccccc2)c2ccccc2)C1 (stereo not drawn)
 : /, 1.2, /, -2, /, -1.4, 18, /, /, /
CCCSC1=N/C(=C\c2ccc3c(c2)OCO3)C(=O)S1
 : -37, -1.6, 3, 0, 17, /, 0, 1.4, -10, 9
CSc1ccccc1C(=O)C1CCCN(C(=O)NC(C)C)C1 (stereo not drawn)
 : -6, -0.3, 5, 0, -14, 0.6, 0, 1.2, 0, 5
CCN(C(=O)COC(=O)CSc1ccc(C(N)=O)cc1[N+](=O)[O-])C1CCCCC1
 : 3, -2.9, 0, -6, 10, 2.1, 5, -1.5, -3, -6
Cc1ccccc1Oc1nnc(-c2cccs2)c2ccccc12
 : -12, -0.1, 2, -3, 35, 0.1, 7, 3.0, 0, /
Cn1c(=O)cc(OCC(=O)NCCC2=CCCCC2)c2ccccc21
 : 3, -0.2, -1, -4, -4, -0.2, 14, -0.9, -8, 5
COc1ccccc1NC(=S)NC1CCCCCCCCCCC1
 : -6, -0.8, 1, 20, 9, 0.7, 1, 0.0, -9, 1
Cc1ccc(C(=O)NCC(=O)OCC(=O)NCCc2ccccc2)s1
 : -10, 0.1, 2, -8, 11, -0.6, 10, 0.7, 7, 4
CCOC(=O)c1cc2occc2n1Cc1ccc(F)cc1
 : -15, i, 8, -5, -7, /, 25, -0.3, 4, -3
O=[N+]([O-])c1ccccc1/C=C/C=N/n1c(-c2ccc(Cl)cc2)n[nH]c1=S
 : /, i, 9, -3, 20, /, 15, 0.9, -3, -9
O=C(NC1CCCCC1)c1ccc(COc2ccccc2)o1
 : -2, i, /, -3, /, 1.3, 1, 0.5, -1, -3
CCOC(=O)CN1C(=O)/C(=C/c2cccc(Br)c2)Oc2ccccc21
 : 1, 1.6, 0, -7, -13, 1.0, 1, -0.7, -8, -5
COc1ccc2nc(NC(=O)c3ccccc3[N+](=O)[O-])sc2c1
 : -2, i, 0, 10, 20, 1.1, -5, 1.9, 9, -3
COc1ccc(-c2cc(C)no2)cc1S(=O)(=O)N1CCN(c2ccccc2F)CC1
 : -3, -0.3, 2, 10, -70, 0.2, 9, 8.6, 8, -7
CCOc1ccc(NC(=O)CN2CCN(CC(=O)Nc3cccc(F)c3)CC2)cc1
 : -3, 2.8, -4, -8, 0, /, 7, -0.3, 2, -1

In the list so far, three contain fluorine.
Order of results – SSB-PriA inh, BH1578 lux ind, SARS 3CLpro inh, Anthrax LF prot, VHR inh abs, TcdB GH inh, Y pestis TopoI, PfHsp40 rescue, MazF activator, Rv3671c protease
CCOC(=O)c1cc2occc2n1Cc1ccc(F)cc1
 : -15, i, 8, -5, -7, /, 25, -0.3, 4, -3
COc1ccc(-c2cc(C)no2)cc1S(=O)(=O)N1CCN(c2ccccc2F)CC1
 : -3, -0.3, 2, 10, -70, 0.2, 9, 8.6, 8, -7
CCOc1ccc(NC(=O)CN2CCN(CC(=O)Nc3cccc(F)c3)CC2)cc1
 : -3, 2.8, -4, -8, 0, /, 7, -0.3, 2, -1

Additional structures
Order of results – SSB-PriA inh, BH1578 lux ind, SARS 3CLpro inh, Anthrax LF prot, VHR inh abs, TcdB GH inh, Y pestis TopoI, PfHsp40 rescue, MazF activator, Rv3671c protease
O=C(COc1ccccc1[N+](=O)[O-])Nc1cccc(S(=O)(=O)N2CCCC2)c1
 : 4, i, /, 4, /, 1.5, 25, -0.9, -4, -19
Cc1cccc(-c2noc(CN(C)C(=O)c3ccco3)n2)c1
 : -5, -0.2, -3, -2, -25, -7.0, 10, -1.2, 7, -1
Cn1nccc1C(=O)c1ccc(Cl)cc1
 : 5, 0.9, 4, 2, -25, /, 4, -0.1, -2, -5
COCCCNC(=O)CN1C(=O)c2cccc3cccc1c23
 : -15, -2.0, -6, 5, 14, -6.2, -3, -0.3, 0, 5
COc1cc(SC)ccc1C(=O)Nc1ccc2c(c1)CCC2
 : -17, i, 5, 9, 2, 2.0, 30, 8.0, -9, -8
O=C(Cc1ccccc1)NN1C(=O)C2C3C=CC(C3)[C@@H]2C1=O (stereo partly drawn)
 : -3, i, 4, -1, -4, /, 0, 0.1, 5, -2
C=CCNC(=O)c1ccccc1NC(=O)c1cccc2ccccc12
 : -10, i, 0, 1, 7, /, 1, 0.2, -1, 9
C#CCOCCOCCOCCNc1nc(N2CCN(C(=O)[C@H](CCCN=C(N)N)n3cc(C(N)[C@H](C)CC)nn3)CC2)nc(N2CCN(C(=O)[C@H](CCCN=C(N)N)n3cc(C(N)[C@@H](C)CC)nn3)CC2)n1 (stereo partly drawn)
 : -12, i, /, -9, /, /, -25, 5.3, 23, 8
N[C@@H](Cc1ccc(O)cc1)C(=O)Nc1ccc2ccccc2c1
 : 3, -1.3, /, -14, /, -0.2, -5, 0.4, 6, -1
Cc1cc(Cl)ccc1C(O)c1ncc(-c2cccc(F)c2)[nH]1 (stereo not drawn)
 : /, -0.2, /, -8, /, 2.0, 3, /, /, /
CC1(CCc2ccccc2)NC(=S)N(c2ccccc2)N1 (stereo not drawn)
 : 10, 2.1, 0, 1, 11, 1.3, 3, 0.7, 5, -6
CCc1ccc(-c2ccc3nnc(SCC(N)=O)n3n2)cc1
 : 7, i, -7, 0, 2, 0.7, -2, 0.4, 6, -10
COc1cccc(C2CC(c3ccc(Cl)cc3Cl)n3nc(N)nc3N2)c1 (stereo not drawn)
 : 0, i, 4, 2, 5, 0.7, 13, -1.4, 3, -2
Cc1cccc(C)c1N1C(=O)CC(N2CCN(S(=O)(=O)c3ccccc3F)CC2)C1=O (stereo not drawn)
 : -2, i, /, 0, /, 1.2, 3, -0.5, 3, 0
Cc1nc(=S)n(-c2ccccc2)[nH]1
 : -5, 0.6, 6, -4, 3, /, -4, 0.8, -3, 3
O=c1[nH]c(/C=C/c2ccccc2)c([N+](=O)[O-])c(=O)[nH]1
 : -3, -0.8, 1, 5, 22, 0.2, 4, 0.0, 4, /
CCCCCCCNC(=O)C1(CC2CC(c3ccc(Cl)cc3)=NO2)CCN(C(=O)c2cc(OCC)c(OCC)c(OCC)c2)CC1 (stereo not drawn)
 : -14, i, 7, -5, -7, 1.5, 14, ?, 1, -20
CCOc1ccccc1NC(=O)CCNC(=O)C1CCN(S(=O)(=O)c2ccccc2)CC1
 : /, -0.3, /, 2, /, 0.1, 12, /, 9, /
NC(=O)c1cc2n(n1)C(C(F)(F)F)CC(c1ccco1)N2 (stereo not drawn)
 : -8, i, 1, -2, 7, /, 1, 0.4, 4, 7
Cc1cccc(S(=O)(=O)N2CCC(CO)(Cc3ccccc3)CC2)c1
 : -6, /, 3, -4, 8, 1.2, 0, 2.4, 7, -1
O=C(Nc1nc2ccc([N+](=O)[O-])cc2s1)c1ccco1
 : /, /, 3, /, 16, -0.4, /, /, /, -1
Cn1c(=O)n(CCc2ccccc2)c(=O)c2c1ncn2Cc1ccccc1
 : -5, -0.7, 3, -6, -10, /, 7, 0.0, -2, -6
Cc1cc(C)n(-c2nnc(C)n2N)n1
 : 6, i, -1, -14, 26, /, 0, 0.5, 3, -2
CCN(CC(=O)NCc1cccs1)C(=O)c1ccc(NS(=O)(=O)c2ccc(C(C)=O)cc2)cc1
 : -19, -0.5, /, 4, /, 0.4, 12, -1.4, 8, 8
CCCCc1ccc(NC(=S)Nc2ccc(Cl)c(S(=O)(=O)N(C)C)c2)cc1
 : 4, -4.5, 10, 1, -7, /, 5, -0.1, -11, -3
Cc1cccc(S(=O)(=O)N(C)C[C@@H]2OCc3cn(nn3)CCCC(=O)N([C@H](C)CO)C[C@H]2C)c1
 : /, 0.6, /, 3, /, -1.4&-1.8, -3, /, 0, /
C[C@H](CO)N1C[C@H](C)[C@H](CN(C)Cc2ccccc2)Oc2c(NC(=O)Nc3ccc(F)cc3)cccc2C1=O
 : -6, -8.1, /, -4, /, -1.3&-5.3, -6, -1.6, 3, 1
CN(CCc1ccccc1)C(=O)c1ccc(NC(=O)Cc2ccc(NC(=O)C3CCCN(C(=O)C4CC4)C3)cc2)cc1 (stereo not drawn)
 : -7, i, /, -3, /, -0.3, 25, 1.7, 6, /
COc1cccc(C(C)N(C)Cc2nc(COc3ccccc3)no2)c1 (stereo not drawn)
 : -27, i, 1, 0, -7, -0.6, 25, 1.3, -4, -4
Nc1nc2c(ncn2C2C[C@H](O)[C@@H](CO)O2)c(=O)[nH]1 (stereo partly drawn)
 : -9, -0.2, /, -13, /, 0.8, 8, -1.3, 4, 6
C[C@@H]1CN([C@H](C)CO)C(=O)CCCn2nncc2CO[C@H]1CN(C)C(=O)Nc1cccc(Oc2ccccn2)c1
 : /, i, /, -3, /, 0.3&-0.7, 3, /, -1, /
C[C@H](C(=O)O)c1n[nH]c(=O)c2ccccc12
 : -12, -0.6, -2, 2, 10, /, 3, -1.4, 4, 4
COc1ccccc1C(=O)NCC(=O)N1CCN(c2ncccn2)CC1
 : -5, i, /, -4, /, -0.1, 6, 0.2, 6, -1
O=C(c1cc2ccccc2o1)N1CCN(C/C=C/c2ccccc2)CC1
 : 0, i, 8, -3, 14, 0.1, 20, 0.7, -5, 2
COCCn1c(SCC(=O)Nc2cccc(S(N)(=O)=O)c2)nc2cc(Cl)ccc2c1=O
 : -16, i, -3, -5, 14, 0.6, 0, 0.0, 7, 11
c1ccc2c(Cn3ccnc3)c[nH]c2c1
 : -8, -0.5, 3, -2, 20, /, -6, 24, -3, -2
CCCn1c(SCC(=O)Nc2nnc(C)s2)nnc1C1CC1
 : -2, i, 1, 1, 30, -0.7, 9, -0.9, 1, -3
COc1cc(C(=O)N2CCN(c3ccccc3F)CC2)ccc1OCC(=O)N1CCOCC1
 : -15, -0.3, /, -9, /, 0.4, -4, -0.4, -7, 3
O=C(COc1ccccc1)N1CCN(c2ncnc3c2cnn3-c2ccccc2)CC1
 : -10, 2.6, -2, 0, -6, /, 41, 2.4, 6, -3
COCCn1c(SCCN2CCOCC2)nc2c1c(=O)[nH]c(=O)n2C
 : -19, i, -4, 0, 58*, 0.2, 4, -0.1, 9, 5
C=CCn1c(SCC(C)=O)nc2sc3c(c2c1=O)CCC3
 : -12, i, -1, 11, -11, 1.7, 15, 0.7, 6, -5

Two compounds picked at random from the list so far, as already listed:
Order of results – SSB-PriA inh, BH1578 lux ind, SARS 3CLpro inh, Anthrax LF prot, VHR inh abs, TcdB GH inh, Y pestis TopoI, PfHsp40 rescue, MazF activator, Rv3671c protease
CCCCCCCNC(=O)C1(CC2CC(c3ccc(Cl)cc3)=NO2)CCN(C(=O)c2cc(OCC)c(OCC)c(OCC)c2)CC1 (stereo not drawn)
 : -14, i, 7, -5, -7, 1.5, 14, ?, 1, -20
Cc1cccc(S(=O)(=O)N2CCC(CO)(Cc3ccccc3)CC2)c1
 : -6, /, 3, -4, 8, 1.2, 0, 2.4, 7, -1
